OX1R antag-1: antagonists of human orexin 1 receptor (OX1R). actives 1.8% (n = 330,000). inhibition, % at 6.6 µM. O43613. AID 485270. OX1R-expressing cells, FRET antagonist read-out; in the data active = inhibition mostly above about 38%, no sharp cut-off; inactive = mostly below about 40%;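 also: 0% = agonist challenge alone and 100% = reference antagonist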
Target sequence (O43613 whole entry, looked up): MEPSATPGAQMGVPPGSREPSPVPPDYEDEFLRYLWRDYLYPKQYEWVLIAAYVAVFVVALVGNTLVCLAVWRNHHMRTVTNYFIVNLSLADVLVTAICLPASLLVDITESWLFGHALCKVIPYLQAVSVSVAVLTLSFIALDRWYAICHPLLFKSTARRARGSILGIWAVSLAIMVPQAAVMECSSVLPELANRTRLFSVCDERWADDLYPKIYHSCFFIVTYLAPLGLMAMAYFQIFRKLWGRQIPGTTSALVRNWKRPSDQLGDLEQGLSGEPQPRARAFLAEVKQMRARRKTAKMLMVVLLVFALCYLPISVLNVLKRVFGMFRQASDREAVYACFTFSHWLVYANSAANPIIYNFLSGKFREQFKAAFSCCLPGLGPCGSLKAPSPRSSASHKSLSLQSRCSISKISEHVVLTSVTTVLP
OX1R antag-2: human HCRTR1 antagonism; CHO/OX1R cells, Fluo-8 calcium fluorescence, orexin A; inhibition, % at 5 µM; actives 0.43% (n = 330,000); AID 434989; O43613;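 active = inhibition above its plate's threshold, mean inhibition of all tested compounds on the plate plus 3 SD, cut at about 37% in these data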;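 also: 0% = orexin A challenge wells and 100% = SB-334867-A antagonist wells; not every result past the cut was called active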
CHT allo act: allosterically activates the human high affinity choline transporter; Q9GZV3; CHT-expressing cells, membrane potential dye, choline EC20; hits give high values; LV-AA mutant CHT in HEK293 cells; B-score at 10 µM; actives 0.49% (n = 310,000); AID 488977;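 active = initial fluorescence not abnormally high and integrated response B-score, plate-corrected, over 3 SD above library mean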
Target sequence (Q9GZV3 whole entry, looked up): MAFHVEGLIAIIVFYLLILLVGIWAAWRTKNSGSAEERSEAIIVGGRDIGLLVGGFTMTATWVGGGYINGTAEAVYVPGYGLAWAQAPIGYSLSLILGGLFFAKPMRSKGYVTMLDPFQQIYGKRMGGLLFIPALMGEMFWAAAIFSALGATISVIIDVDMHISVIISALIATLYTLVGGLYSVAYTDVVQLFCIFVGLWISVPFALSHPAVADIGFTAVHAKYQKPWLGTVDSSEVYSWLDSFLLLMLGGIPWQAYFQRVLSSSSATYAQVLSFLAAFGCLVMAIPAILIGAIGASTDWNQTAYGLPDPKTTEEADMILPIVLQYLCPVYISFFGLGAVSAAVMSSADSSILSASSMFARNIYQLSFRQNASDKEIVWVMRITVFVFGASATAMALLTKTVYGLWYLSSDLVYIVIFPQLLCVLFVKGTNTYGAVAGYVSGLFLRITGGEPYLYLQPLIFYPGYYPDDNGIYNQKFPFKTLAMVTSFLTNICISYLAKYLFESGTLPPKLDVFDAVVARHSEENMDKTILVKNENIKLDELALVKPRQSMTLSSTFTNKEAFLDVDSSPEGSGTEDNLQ
Numbers without * were called inactive; i = inactive; · = no result given.

SMILES	OX1R antag-1	OX1R antag-2	CHT allo act
CCN1C(=O)C(=O)N(CC(=O)Nc2cc(C)ccc2C)C1=O	7	-4	·
Cc1nc(SCC(=O)c2ccc(F)c(F)c2)[nH]c(=O)c1Oc1ccc(F)cc1	4	-9	i
O=C(c1cccc(COCC(F)(F)C(F)F)c1)N1CCN(c2ccccc2)CC1	16	-11	i
CS(=O)(=O)N(CCc1ccccc1)CC(=O)Nc1ccc2c(c1)OCO2	16	-6	i
Cn1c(=O)oc2cc(S(=O)(=O)N3CCN(c4ccccc4)CC3)ccc21	8	7	i
Cc1cccc2sc(N(CCCN(C)C)C(=O)c3ccc4ncsc4c3)nc12	18	-11	i
Cc1cccc(SCC(=O)Nc2ccccc2[N+](=O)[O-])c1	7	-33	i
Cc1nn(-c2ccc(C(=O)N3CCN(S(=O)(=O)c4ccccc4C(F)(F)F)CC3)cc2)c(C)c1Cl	11	-17	·
COc1ccc(-c2c(C(C)=O)c(C)nc3sc4c(=O)n(-c5ccc(C)cc5)nnc4c23)cc1	9	-44	i
O=c1c2nnn(Cc3ccc(Cl)cc3)c2ncn1Cc1ccc(F)cc1	9	-21	i
COC(=O)COc1ccc(NS(=O)(=O)c2cccc([N+](=O)[O-])c2)cc1	27	2	i
COCCn1c(-c2ccc(OC)cc2)cnc1SCC(=O)Nc1cccc2ccccc12	23	8	i
Cn1c(SCC(=O)NCc2ccccc2)nnc1C1CC1	11	-20	i
CC1=C(C(=O)OCc2ccccc2)C(c2ccco2)n2ncnc2N1 (centres undefined)	24	5	i
CCCCSc1nnc2c(n1)[nH]c1ccccc12	17	-10	i
O=C(NC(=S)NCc1nc2ccccc2[nH]1)c1ccc(F)cc1	19	-12	i
O=C(NCc1ccco1)c1ccc(Cn2cc([N+](=O)[O-])cn2)o1	6	-10	i
CC1(C)Cc2cccc(OCC(=O)OCC(=O)Nc3ccc(C(N)=O)cc3)c2O1	18	-13	i
O=C(COC(=O)/C=C/c1cccc(C(F)(F)F)c1)Nc1cccc2ccccc12	8	-2	i
Cn1cc(CNC(=O)C2c3ccccc3Oc3ccccc32)cn1	25	2	i
O=[N+]([O-])c1ccccc1O[C@@H]1O[C@H](CO)[C@H](O)[C@H](O)[C@H]1O	7	-8	i
COC(=O)c1ccccc1S(=O)(=O)NNC(=O)c1nn(C)c(=O)c2ccccc12	12	-6	·
CCOC(=O)c1c(CSc2ccccc2)n(C)c2ccc(O)c(CN3CCOCC3)c12	14	-31	i
CCSc1nnc(NC(=O)NC(CC)(C(F)(F)F)C(F)(F)F)s1	47	66*	i
CC(=O)CSc1ccc(S(=O)(=O)N2CCN(C)CC2)cn1	10	8	·
CCc1ccc(OCC(=O)OCC(=O)NC2CCCC(C)C2C)cc1 (centres undefined)	2	-16	·
Cc1cc(=O)oc2cc(OCC(=O)N3CCN(c4ccccc4)CC3)ccc12	1	-11	·
CCSC(=S)c1c(C)[nH]n(-c2ccccc2)c1=O	27	-1	i
CCOC(=O)N1CCN(S(=O)(=O)c2c(C)nc3sccn3c2=O)CC1	-2	-16	i
Cc1cccc(NS(=O)(=O)c2cnc(Cl)c(Br)c2)n1	15	1	i
CCN(CC)C(=O)C1CCCN(Cc2cccc(F)c2)C1 (centres undefined)	8	-8	i
COc1ccc(S(=O)(=O)CCc2nnc(NC(C)=O)s2)cc1	17	7	i
CCCN(C(=O)C(=O)Nc1ccc2nc3n(c(=O)c2c1)CCCCC3)c1ccc(OCC)cc1	8	-20	i
COc1ccc(C(=O)CC(=O)C(=O)Nc2cc(Cl)c(OC)cc2OC)cc1	3	-31	i
CCC(C)[C@H](NC(=O)N1CC(=O)Nc2ccccc21)C(=O)Nc1ccccc1C (some centres undefined)	4	-22	i
O=C1CCc2ccc(NC(=O)C3CC3)cc2N1	16	3	i
N#Cc1ccc2[nH]c(CO)c(-c3ccccc3)c2c1	27	-38	i
CCOc1ccccc1NC(=O)CC1Nc2cc(C)c(C)cc2NC1=O (centres undefined)	27	-20	i
CCCCN(C(=O)C(C)(C)Oc1ccc(Cl)cc1)c1c(N)n(CCC)c(=O)[nH]c1=O	2	-14	·
COc1cccc(NC(=O)CNC(=O)c2ccccc2)c1	31	-6	i

An excerpt of these results, in CSV form.
SMILES,OX1R antag-1,OX1R antag-2,CHT allo act
COC(=O)COc1ccc(NS(=O)(=O)c2cccc([N+](=O)[O-])c2)cc1,27,2,i
COCCn1c(-c2ccc(OC)cc2)cnc1SCC(=O)Nc1cccc2ccccc12,23,8,i
Cn1c(SCC(=O)NCc2ccccc2)nnc1C1CC1,11,-20,i
CC1=C(C(=O)OCc2ccccc2)C(c2ccco2)n2ncnc2N1 (centres undefined),24,5,i
CCCCSc1nnc2c(n1)[nH]c1ccccc12,17,-10,i
O=C(NC(=S)NCc1nc2ccccc2[nH]1)c1ccc(F)cc1,19,-12,i
O=C(NCc1ccco1)c1ccc(Cn2cc([N+](=O)[O-])cn2)o1,6,-10,i
CC1(C)Cc2cccc(OCC(=O)OCC(=O)Nc3ccc(C(N)=O)cc3)c2O1,18,-13,i
O=C(COC(=O)/C=C/c1cccc(C(F)(F)F)c1)Nc1cccc2ccccc12,8,-2,i
Cn1cc(CNC(=O)C2c3ccccc3Oc3ccccc32)cn1,25,2,i
O=[N+]([O-])c1ccccc1O[C@@H]1O[C@H](CO)[C@H](O)[C@H](O)[C@H]1O,7,-8,i
COC(=O)c1ccccc1S(=O)(=O)NNC(=O)c1nn(C)c(=O)c2ccccc12,12,-6,·
CCOC(=O)c1c(CSc2ccccc2)n(C)c2ccc(O)c(CN3CCOCC3)c12,14,-31,i
CCSc1nnc(NC(=O)NC(CC)(C(F)(F)F)C(F)(F)F)s1,47,66*,i
CC(=O)CSc1ccc(S(=O)(=O)N2CCN(C)CC2)cn1,10,8,·
CCc1ccc(OCC(=O)OCC(=O)NC2CCCC(C)C2C)cc1 (centres undefined),2,-16,·
Cc1cc(=O)oc2cc(OCC(=O)N3CCN(c4ccccc4)CC3)ccc12,1,-11,·
CCSC(=S)c1c(C)[nH]n(-c2ccccc2)c1=O,27,-1,i
CCOC(=O)N1CCN(S(=O)(=O)c2c(C)nc3sccn3c2=O)CC1,-2,-16,i
Cc1cccc(NS(=O)(=O)c2cnc(Cl)c(Br)c2)n1,15,1,i
CCN(CC)C(=O)C1CCCN(Cc2cccc(F)c2)C1 (centres undefined),8,-8,i
COc1ccc(S(=O)(=O)CCc2nnc(NC(C)=O)s2)cc1,17,7,i
CCCN(C(=O)C(=O)Nc1ccc2nc3n(c(=O)c2c1)CCCCC3)c1ccc(OCC)cc1,8,-20,i
COc1ccc(C(=O)CC(=O)C(=O)Nc2cc(Cl)c(OC)cc2OC)cc1,3,-31,i
CCC(C)[C@H](NC(=O)N1CC(=O)Nc2ccccc21)C(=O)Nc1ccccc1C (some centres undefined),4,-22,i
O=C1CCc2ccc(NC(=O)C3CC3)cc2N1,16,3,i
N#Cc1ccc2[nH]c(CO)c(-c3ccccc3)c2c1,27,-38,i
CCOc1ccccc1NC(=O)CC1Nc2cc(C)c(C)cc2NC1=O (centres undefined),27,-20,i
CCCCN(C(=O)C(C)(C)Oc1ccc(Cl)cc1)c1c(N)n(CCC)c(=O)[nH]c1=O,2,-14,·

Next section:
SMILES	OX1R antag-1	OX1R antag-2	CHT allo act
CCOc1ccc(-n2c(N)c(-c3nc4ccccc4[nH]3)sc2=S)cc1	23	-7	i
O=C(Nc1ccnn1C1CCN(Cc2ccccn2)CC1)c1cccc(F)c1	5	-2	i
CCOC(=O)C1CCN(S(=O)(=O)c2ccc3c(c2)CCN3C(=O)C2CCC2)CC1	9	-15	i
O=C(Cn1ncc2c3ccccc3n(Cc3ccccc3F)c2c1=O)N1CCN(c2ccccn2)CC1	12	-41	i
CCOc1cc(NC(=S)NCCCN2CCOCC2)c(OCC)cc1NC(=O)C1CCCCC1	9	-44	i
COC(=O)C(C(=O)Nc1ccccc1C)C1CCCCCC1 (centres undefined)	9	-11	i
COc1cc(OC)cc(-c2sc3ccc(OC)cc3c2C#CC(C)(C)O)c1	17	1	·
COc1ccccc1-c1nnc(SCC(=O)N2CCCC2)o1	6	-8	i
Cc1nnc(NC(=O)CSc2nnc(-c3ccco3)n2C(C)C)s1	0	-4	i
N#CCCN(Cc1ccncc1)C(=S)NC1CC2C=CC1C2 (centres undefined)	6	-8	i
Cc1cccc(-n2c(O)c(C=Nc3ccc4c(c3)OCO4)c3ccccc3c2=O)n1	30	-29	i
COc1ccc(NS(=O)(=O)c2cccc(C(=O)N/N=C/c3cn(-c4ccccc4)nc3-c3ccccc3)c2)cc1	11	-12	i
O=C(CSc1nc2ccsc2c(=O)n1Cc1ccc(C(=O)O)cc1)NCC1CCCO1 (centres undefined)	8	-14	i
Cc1cccc(N2N=C(C(=O)Nc3nc(C)cs3)CCC2=O)c1	33	-28	i
CC(C)CC(=O)OC1C(N2CCOCC2)c2c(ccc(/C=C/C(=O)N3CCOCC3)c2O)OC1(C)C (centres undefined)	11	-20	i
CCC(Oc1ccccc1)C(=O)NC1CCCCCC1 (centres undefined)	19	-35	i
COc1ccccc1CN1C[C@@H]2C[C@@H](c3cccc(C)c3)N3CCC[C@@]23C1=O	13	-43	i
N/C(Cc1cccs1)=N\OC(=O)COc1ccc(Br)cc1	10	-13	i
CCN(CC)c1ccc(C(=O)OCC(=O)Nc2cc3oc4ccccc4c3cc2OC)cc1	7	-5	i
CCc1cccc(NC(=O)c2snc3c(=O)[nH]cnc23)c1	35	-8	i

Continued, overlapping the part above by 4 compounds.
SMILES	OX1R antag-1	OX1R antag-2	CHT allo act
COc1ccccc1CN1C[C@@H]2C[C@@H](c3cccc(C)c3)N3CCC[C@@]23C1=O	13	-43	i
N/C(Cc1cccs1)=N\OC(=O)COc1ccc(Br)cc1	10	-13	i
CCN(CC)c1ccc(C(=O)OCC(=O)Nc2cc3oc4ccccc4c3cc2OC)cc1	7	-5	i
CCc1cccc(NC(=O)c2snc3c(=O)[nH]cnc23)c1	35	-8	i
O=C(NC1CCCCC1)c1ccc(CNc2ccccc2)o1	6	-28	i
CC(=O)Nc1ccc(OCc2ccc3c(c2)OCO3)cc1	7	-10	i
O=S(=O)(N1CCOCC1)n1nnc2ccccc21	6	-33	i
COCCn1c(SCC(=O)Nc2nc(C)cs2)nnc1C(C)C	4	-3	i
CCCCCOC(=O)Cn1c(=O)oc2ccc(C)cc21	15	2	i
CON(c1nc(Cl)nc(N(C)C)n1)S(=O)(=O)c1ccccc1Cl	26	-29	i
COc1cccc(NC(=O)Cc2nnc(SCCOc3ccccc3)n2C)c1	12	-12	i
Cn1c2c(c(=O)c3ccccc31)CCCC2	6	-6	i
COC(=O)C1=NN(c2ccccc2)C2(S1)SC(C(C)=O)=C(C)N2c1ccccc1 (centres undefined)	21	-39	i
Cc1ccc(C(=O)Cn2c(C(=O)O)cc3ccccc32)cc1	1	-2	i
CCCCN(C)C(=O)c1nc2ccccn2c1CN1CCN(c2ncccn2)CC1	1	-7	i
c1ccc(-n2nnnc2OCCOc2nnnn2-c2ccccc2)cc1	4	-6	i
CC(C)c1ccc(NC(=O)C2CCN(S(=O)(=O)c3ccc4c(c3)NC(=O)CO4)CC2)cc1	-1	-8	i
NC1=NC(=O)C2(COC(c3ccccc3Cl)OC2)S1 (centres undefined)	9	-10	i
N=c1oc2cc(O)ccc2cc1C(=O)Nc1ccccn1	84*	5	i
COc1cc(C(=O)NCc2nnc(SCC(=O)c3ccc(Cl)cc3)o2)cc(OC)c1OC	5	-36	i
Cc1ccc(CSc2nnc(-c3cccs3)n2C)cc1	31	-17	i
CSc1nc(C)c(CCOC(=O)c2cccc(Cl)c2)c(=O)[nH]1	8	-20	i
CC(=O)Nc1ccc(NC(=O)c2ccccc2S(=O)(=O)c2ccc([N+](=O)[O-])cc2)cc1	26	0	i
COc1ccc(N2CCN(S(=O)(=O)CCNC(=O)c3ccco3)CC2)cc1	17	-7	i
CC(=O)c1cccc(NC(=O)c2ccc(N(C)S(C)(=O)=O)cc2)c1	39	0	i
O=c1c2ccccc2nc(-c2cccs2)n1-c1cccc2ccccc12	2	-26	i
C=CCOn1c(=O)c(-c2ccc(Br)cc2)[n+]([O-])c2ccccc21	13	-12	i
c1ccc(NC2=NCCN2CC2CCCCCC2)cc1	22	0	i
COc1ccc(C(=O)Nc2cc3c4c(c2)CC(=O)N4CCC3)cc1	14	-15	i
Cc1[nH]n(-c2ccc([N+](=O)[O-])cc2)c(=O)c1C=NCCc1c(C)[nH]c2ccccc12	20	-14	i
Cn1nc(C(F)(F)F)c(-c2ccc(F)cc2)c1NC(=O)c1cccnc1	15	-14	i
Cc1ccccc1-n1c(SCc2cc(=O)n3ccccc3n2)nc2[nH]ncc2c1=O	20	-39	i
COC(=O)c1ccc(/C=C(\C#N)c2nc3ccccc3s2)cc1	8	56*	i
COC(=O)CN1C(=O)CC(C)(C)S(=O)c2ccccc21 (centres undefined)	12	-9	i
CCCn1cnnc1CNC(=O)C1CCC(=O)N(CCCc2ccccc2)C1 (centres undefined)	15	-24	i
C/C(=N\NC(=O)c1ccc(C)cc1C)c1ccc(-n2ccnc2)cc1	17	-20	i

No enrichment for hits. About 2.5% of those tested had a hit in this group.
